Screens (PubChem BioAssay)
CHOP UPR activ: activators of apoptotic arm of unfolded protein response (CHOP) | AID 449763 | hit rate 0.34% among 330,000 | CHO-CHOP luciferase reporter, UPR activation, luminescence; percent of tunicamycin response over DMSO baseline | activation, % at 10 µM;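 active means at 10 µM dose, activation of 40% or more, normalized to positive control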;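 further: 100% = tunicamycin at 10 µg/mL and 0% = DMSO alone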
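Assay system: CHO-CHOP cells, stable luciferase reporter of PERK-eIF2a-CHOP signalling / Buffer or medium: F12 plus 10% serum / Compound dosing: one dose, 10 µM in 0.5% DMSO / Times: 6 h compound treatment, 37 °C / Technique: luciferase luminescence / Read-out: % reporter activation, DMSO baseline versus tunicamycin full activation / Benchmarks: tunicamycin and DMSO controls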
UPR XBP1 act: adaptive UPR (XBP1) activation | CHO-XBP1 luciferase reporter, IRE1-XBP1 UPR activation, luminescence; percent of tunicamycin response, DMSO as zero | activation, % at 20 µM | hit rate 0.33% among 330,000;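 active means versus positive control, 20 µM dose yields 30% or more activation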;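 further: 100% = tunicamycin at 10 µg/mL and 0% = DMSO only wells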
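assay system = CHO-XBP1 luciferase reporter cells | amount = 1000 cells/well | buffer or medium = F12 plus 10% FBS | compound dosing = single point, 20 µM final compound, 1% DMSO | incubation = 16-18 h cell attachment at 37 °C, then 6 h compound exposure | detection = Steady-Glo luminescence read | controls = tunicamycin 10 µg/mL and vehicle-only wells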
Mdm2-MdmX inh: inhibitors of human Mdm2/MdmX interaction | SaOS-2 split-luciferase Mdm2/MdmX complementation, luminescence | inhibition, % at 8 µM | hit rate 3% among 330,000 | AID 485346;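 active means inhibition of at least 50% at 8 µM in the primary screen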
Target sequence (O15151 whole entry, looked up): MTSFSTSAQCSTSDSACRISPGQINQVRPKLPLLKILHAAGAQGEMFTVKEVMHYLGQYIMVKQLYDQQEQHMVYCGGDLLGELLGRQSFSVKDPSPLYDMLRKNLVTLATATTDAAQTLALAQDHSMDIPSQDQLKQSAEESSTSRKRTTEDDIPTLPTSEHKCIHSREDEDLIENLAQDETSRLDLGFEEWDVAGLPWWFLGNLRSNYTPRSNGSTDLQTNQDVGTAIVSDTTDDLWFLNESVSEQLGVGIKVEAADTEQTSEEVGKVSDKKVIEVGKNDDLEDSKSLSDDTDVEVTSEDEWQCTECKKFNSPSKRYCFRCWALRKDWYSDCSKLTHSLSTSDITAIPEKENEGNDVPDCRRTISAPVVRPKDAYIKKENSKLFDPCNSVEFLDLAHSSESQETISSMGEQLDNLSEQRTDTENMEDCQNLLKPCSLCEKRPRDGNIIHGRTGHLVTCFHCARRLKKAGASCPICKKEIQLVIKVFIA
Target sequence (Q00987 whole entry, looked up): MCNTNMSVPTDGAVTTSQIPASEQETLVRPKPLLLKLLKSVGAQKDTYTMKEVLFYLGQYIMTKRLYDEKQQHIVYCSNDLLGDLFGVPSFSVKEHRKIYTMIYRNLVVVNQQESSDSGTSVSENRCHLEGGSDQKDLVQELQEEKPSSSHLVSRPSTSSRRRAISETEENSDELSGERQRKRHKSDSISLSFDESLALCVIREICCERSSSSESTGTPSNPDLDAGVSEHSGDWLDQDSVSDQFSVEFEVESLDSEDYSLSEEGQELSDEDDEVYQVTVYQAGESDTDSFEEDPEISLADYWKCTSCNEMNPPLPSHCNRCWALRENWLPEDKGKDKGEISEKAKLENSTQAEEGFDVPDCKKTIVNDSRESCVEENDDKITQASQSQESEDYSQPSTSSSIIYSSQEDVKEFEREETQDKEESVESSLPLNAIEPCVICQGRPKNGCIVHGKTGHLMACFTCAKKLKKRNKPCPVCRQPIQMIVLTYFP
NALP3 yeast inh: blocks the NALP3 inflammasome reconstituted in yeast | inhibition, % at 10 µM | Yeast reconstituted NLRP3/ASC/caspase-1, beta-gal luminescence, 24 h | hit rate 0.39% among 330,000 | AID 2825;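 active means inhibition of 50% or more; inactive means inhibition below 50%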;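 further: plate controls were induced DMSO wells for no effect and uninduced yeast grown without galactose for full effect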
GRIN3A LBD mod: modulators (binders) of human NR3A ligand-binding domain; NR3A LBD differential scanning fluorimetry, Tm shift; 0% = protein alone, 100% = glycine-bound protein; Tm shift relative to glycine control, % at 25 µM; hit rate 2.5% among 340,000; AID 1259313;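 active means melting temperature shift of at least 10% of the positive control shift, at one fixed dose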
APJ agonist: agonists of human APJ apelin receptor | P35414 | CHO-K1 APJ PathHunter beta-arrestin, luminescence; 0% DMSO wells, 100% apelin | activation, % at 20 µM | hit rate 0.11% among 330,000;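 active means activation more than six SD over the plate average, tested at 20 µM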;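 further: 0% = DMSO alone and 100% = apelin-13 at 10 nM; some results filed as inactive read as strong as hits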
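Test system: CHO-K1 APJ beta-arrestin complementation cell line. Amount: cell density 1000 per well. Controls: DMSO negative, 10 nM Apelin-13 positive. Signal: luminescent beta-gal fragment complementation, chemiluminescent substrate. Read-out basis: agonist-driven arrestin binding to APJ. Timing: compound stimulation 90 min at 25 °C, detection 60 min.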
TIM10 inh: inhibits growth of TIM10 yeast strain; S. cerevisiae TIM10 strain growth, BacTiter-Glo luminescence, 24 h; inhibition, % at 10 µM; hit rate 1.4% among 330,000; AID 463195;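 active means inhibition of 40% or more at the single tested concentration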;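 further: wild-type TIM10 isogenic control strain grown at permissive 25 °C; 0% = DMSO yeast wells and 100% = minimal medium wells without yeast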
tim23-1 inh: growth inhibitors of tim23-1 mutant yeast. S. cerevisiae tim23-1 growth, BacTiter-Glo luminescence, 24 h. inhibition, % at 20 µM. hit rate 1.3% among 330,000;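 active means growth inhibition of the mutant yeast at or above 50%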;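 further: temperature-sensitive mutant grown at 25 °C; plate controls were DMSO-treated mutant yeast for no effect and medium wells lacking yeast for full effect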
tim10-1 inh: inhibits growth of tim10-1 mutant yeast; S. cerevisiae tim10-1 ts strain growth, BacTiter-Glo, 24 h; inhibition, % at 20 µM; hit rate 2.2% among 330,000; AID 463190;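 active means inhibition of at least 40%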;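 further: mutant grown at 25 °C; 0% = DMSO wells with yeast and 100% = wells holding no yeast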
Numbers without * were called inactive.

SMILES	CHOP UPR activ	UPR XBP1 act	Mdm2-MdmX inh	NALP3 yeast inh	GRIN3A LBD mod	APJ agonist	TIM10 inh	tim23-1 inh	tim10-1 inh
CCOc1ccc(C(C(=O)NCC2CCCO2)N(CCc2cccc(C)c2)C(=O)c2snc(C(N)=O)c2N)cc1 (centres undefined)	2.9	-1.4	12.4	21.1	0.0	7.4	6.6	26.7	10.0
CC1(C)CC(=O)c2cc(NC(=O)c3ccccc3)c(=O)oc2C1	4.8	2.4	6.5	22.9	1.9	-2.1	-10.0	2.6	8.8
N/C(=N\OCc1ccc([N+](=O)[O-])cc1)c1ccccn1	-8.6	-9.8	75.9*	16.9	-0.2	-3.6	-0.8	20.4	4.0
O=C(C[n+]1ccccc1)N/N=C/c1ccc(F)cc1	-1.4	-2.4	-7.5	0.3	-1.4	0.8	-0.4	10.3	-6.9
O=C1CN(S(=O)(=O)c2cc(C(F)(F)F)ccc2Cl)CCN1	-0.7	-1.4	-22.3	6.9	1.9	-3.8	12.8	5.7	1.9
Cc1ccc(SCCNC(=S)Nc2ccccc2)cc1	-3.2	4.4	24.1	46.7	1.8	0.8	32.6	44.3	28.8
O=C(Cn1cc(C(=O)c2cccs2)c2ccccc21)NCc1ccc2c(c1)OCO2	1.3	-2.4	12.5	-3.0	-4.2	4.8	-0.2	7.1	7.3
CN(CCc1cn[nH]c1)C(=O)C1CCC(=O)N(CC2CCCCC2)C1 (centres undefined)	-4.0	-4.5	13.0	8.1	-0.5	-5.0	-1.2	15.6	-13.2
Cc1cc(NC(=O)CSc2nc3ccsc3c(=O)n2CCCCC(=O)O)no1	-1.4	0.2	15.6	4.8	0.1	-7.0	5.6	-0.7	3.7
O=C(CNS(=O)(=O)c1ccccc1)OCC(=O)c1cccc([N+](=O)[O-])c1	0.8	1.1	14.6	10.2	1.3	-4.2	-14.8	0.8	5.1
CC(CN1CCCC1)OC(=O)c1ccc(Br)cc1 (centres undefined)	-1.3	-3.4	0.8	18.3	1.9	-3.8	-6.3	3.4	-4.7
c1ccc(OCCOc2ncnc3sccc23)cc1	2.1	0.8	-34.6	23.5	-1.0	2.0	0.2	5.1	5.9
CC(C)(C)c1ccc(SCCc2ccccn2)cc1	8.5	2.5	-75.9	18.1	2.9	1.0	18.3	12.3	12.6
O=C(NCc1ccco1)c1ccc(COc2ccccc2[N+](=O)[O-])o1	-0.3	-4.5	-8.2	29.6	3.8	3.7	4.3	28.3	22.1
O=c1cc(-c2ccc([N+](=O)[O-])cc2)c2cc3c(cc2[nH]1)OCCO3	-1.9	-4.2	15.2	-12.1	-2.6	0.3	-8.8	5.6	-0.5
O=c1c2ccccc2oc2ccc(-c3ccc4cc[nH]c4c3)cc12	2.3	-4.4	-106.2	35.4	26.0*	-4.4	5.0	20.2	-4.4
COc1ccc(CCN(Cc2ccccn2)C(=S)Nc2cccc(C)c2)cc1OC	-0.1	-1.5	22.4	11.0	0.3	-3.5	30.8	22.4	29.7
CCC(=O)NCCCNc1nc2c(C)cccc2cc1C#N	-1.8	6.2	15.5	3.8	-2.0	-0.5	7.7	27.4	17.3
CCCC(=O)Nc1ccc(C(=O)NNC(=S)NC(=O)c2cccs2)cc1	-3.0	-2.9	15.2	25.1	-8.5	-5.1	17.9	7.7	-7.5
CCc1ccc(Nc2ccc(S(=O)(=O)N3CCOCC3)cc2[N+](=O)[O-])cc1	0.1	-1.9	7.9	11.3	-0.7	-2.3	6.5	20.4	23.5
CCOC(=O)C(C)S(=O)(=O)c1ccc(C(F)(F)F)cn1 (centres undefined)	-1.2	-1.1	12.6	2.7	0.2	-0.7	-6.9	3.6	0.2
COc1cccc(NC(=O)CCc2nc(-c3cccs3)no2)c1	0.0	-2.7	32.2	18.6	0.0	-2.7	1.9	5.7	19.8
Cc1ccc(S(=O)(=O)n2c([N+](=O)[O-])cnc2C)c(C)c1C	-0.2	-3.4	-4.5	17.3	-2.8	-2.6	8.6	10.2	13.2
CCc1ccc(Nc2ncc3c(n2)CC(c2ccc(OC)cc2)CC3=O)cc1 (centres undefined)	1.2	-1.0	21.9	17.2	-1.7	-1.6	22.8	28.7	19.8
O=C(O)CCNC(=O)/C(=C/C=C/c1ccccc1)NC(=O)c1ccccc1	-0.9	-4.2	1.0	-6.3	0.2	-2.0	-6.9	3.3	13.6

Records above that bear a hit mark in GRIN3A LBD mod:
| smiles | UPR XBP1 act | Mdm2-MdmX inh | NALP3 yeast inh | GRIN3A LBD mod | APJ agonist | TIM10 inh | tim10-1 inh |
| --- | --- | --- | --- | --- | --- | --- | --- |
| O=c1c2ccccc2oc2ccc(-c3ccc4cc[nH]c4c3)cc12 | -4.4 | -106.2 | 35.4 | 26.0* | -4.4 | 5.0 | -4.4 |

A draw from above in order of length of the SMILES, descending:
SMILES	CHOP UPR activ	UPR XBP1 act	Mdm2-MdmX inh	NALP3 yeast inh	GRIN3A LBD mod	APJ agonist	TIM10 inh	tim23-1 inh	tim10-1 inh
CC1(C)CC(=O)c2cc(NC(=O)c3ccccc3)c(=O)oc2C1	4.8	2.4	6.5	22.9	1.9	-2.1	-10.0	2.6	8.8
CCOC(=O)C(C)S(=O)(=O)c1ccc(C(F)(F)F)cn1 (centres undefined)	-1.2	-1.1	12.6	2.7	0.2	-0.7	-6.9	3.6	0.2
CC(C)(C)c1ccc(SCCc2ccccn2)cc1	8.5	2.5	-75.9	18.1	2.9	1.0	18.3	12.3	12.6

Going on with the list:
SMILES	CHOP UPR activ	UPR XBP1 act	Mdm2-MdmX inh	NALP3 yeast inh	GRIN3A LBD mod	APJ agonist	TIM10 inh	tim23-1 inh	tim10-1 inh
O=c1[nH]c(O)c(/C=C2\C=Nc3ccc(Br)cc32)[nH]1	2.1	0.9	28.5	13.9	41.5*	2.7	-6.8	5.2	-3.1
CCOC(=O)c1ccc(NNC(C)=O)c([N+](=O)[O-])c1	1.3	-1.2	-11.4	-12.8	0.0	-4.0	1.6	-0.3	9.8
CSCCC(NS(=O)(=O)c1ccc(C)cc1)C(=O)NCCc1c[nH]c2ccccc12 (centres undefined)	-0.2	-3.3	9.1	8.6	-1.3	-3.8	-2.7	10.0	2.1
Cc1nn2c(-c3ccncc3)nnc2c2ccccc12	0.5	9.0	0.2	17.0	-0.2	-1.0	76.0*	51.6*	56.8*
CC1(C)NC(C(=O)O)Cc2c1[nH]c1ccccc21 (centres undefined)	0.1	-2.4	5.3	-9.4	-3.3	-1.4	1.6	-5.1	-7.5
C[C@H]1CN([C@@H](C)CO)C(=O)c2cccc(NC(=O)C3CC3)c2O[C@H]1CN(C)S(=O)(=O)c1ccccc1	-2.3	0.2	18.6	9.9	2.4	-3.8	0.5	18.4	0.6
CN(C)c1nc(N)c(C(=O)N=C(N)N)nc1Cl	0.1	-5.4	19.7	9.9	2.0	-2.9	-2.3	-17.8	-10.8
CCCCC(=O)Nc1ccc(C(=O)NNC(=O)c2ccccc2Br)cc1	-0.2	-1.8	1.8	-8.9	-7.7	4.2	-37.3	-7.2	-4.8
O=C(Cc1ccccc1Cl)NNC(=O)Nc1ccccc1	2.3	0.2	-51.6	21.7	-5.0	4.5	12.0	16.0	5.8
CC(C)Cc1nnc(NC(=O)CCC(=O)N2CCN(c3ccc(Cl)cc3)CC2)s1	0.9	-4.8	31.7	-4.7	-0.5	0.4	5.3	6.7	29.3
CCS(=O)(=O)N1CCCC(C(=O)NCCc2ccc(C)cc2)C1 (centres undefined)	0.5	-3.9	-20.7	-13.5	1.1	-1.0	-11.3	1.2	-5.9
CC(=O)N1CCN=C1SCc1cccc(Cl)c1	-0.8	-2.4	3.6	27.4	1.3	-1.1	2.8	8.8	1.3
O=c1c2c(nc3n1CCS3)c1cc(F)ccc1n2Cc1cc(=O)n2cc(Cl)ccc2n1	8.7	0.8	-7.4	9.8	-1.2	-4.6	22.7	-9.3	17.6
CC(C)n1c(=N)c(C(=O)NCCc2ccccc2)cc2c(=O)n3ccccc3nc21	-1.4	-1.6	22.5	-13.1	-0.1	-2.9	12.3	10.7	13.5
O=C(Nc1ccnn1C1CCN(Cc2c[nH]c3ccccc23)CC1)c1ccccc1	2.1	-4.6	17.5	-1.4	4.9	1.0	15.1	8.5	0.8
CCOc1ccccc1C(=O)NCC(=O)NCC(c1ccco1)N1CCCCC1 (centres undefined)	-0.5	-0.3	-5.5	22.5	-0.6	-3.2	0.8	10.0	-4.2
CC(C)CC(=O)Nc1ccccc1N1CCN(C(=O)c2ccccc2)CC1	-0.9	-1.7	18.0	10.5	0.1	1.5	4.0	76.3*	13.4
CCN(CC)S(=O)(=O)c1ccc(C(=O)NCc2ccc(C)cc2)cc1	-0.9	0.4	7.1	-1.5	5.5	4.7	2.2	8.9	22.6
Cc1cccc(CN2C(=O)CSc3ccc(C(=O)NC4CC4)cc32)c1	1.1	-1.1	10.1	-3.1	-2.0	-0.3	13.6	13.1	15.1
CNC(=O)c1cccnc1Nc1cccc(C(F)(F)F)c1	-0.8	3.3	12.6	29.7	-2.6	-2.2	19.7	34.6	21.7
COc1ccc2[nH]cc(CCNC(=O)C3CCCCC3)c2c1	-0.8	-2.3	-24.5	24.6	2.0	-2.5	6.8	22.2	20.1
CCOC(=O)C1=C(C)NC(=O)NC1c1cn(-c2ccccc2)nc1-c1cccs1 (centres undefined)	-0.1	3.2	3.0	5.7	1.5	-3.8	22.6	27.0	23.8
CCCCCCSc1cccc(-c2nc3ccc(C)cn3c2NCc2ccccc2)c1	-0.1	-0.8	-2.4	30.0	-11.3	5.0	8.9	9.3	9.4
Cc1ccc(SCC(=O)NC2CC3CCC(C2)N3C)cc1 (centres undefined)	1.3	-1.6	13.1	-0.3	0.2	2.8	-9.0	-26.8	-15.3
O=C(c1cc2cc([N+](=O)[O-])ccc2oc1=O)N1CCN(c2ncccn2)CC1	-0.6	-0.4	-21.9	1.5	-2.6	0.5	-1.9	8.5	15.5
Cc1cc(NC(=O)CSc2nccn2-c2cccc(Cl)c2)no1	-1.6	-3.4	2.2	27.8	-0.3	2.6	9.9	14.5	7.8
O=C(O)COc1ccccc1/C=N/Nc1ccc(S(=O)(=O)Nc2ccc(Cl)cc2)cc1[N+](=O)[O-]	5.1	1.3	-3.7	11.8	10.5*	-5.8	-2.9	21.7	7.0
